# Epigenetic mod – derepresses silenced GFP locus in mouse C127i cells. mouse C127i GFP locus derepression, cytometry, 30 h. Potency, µM (series often up to 46.1 µM), for the others: at the top dose GFP derepression (activation). 68,000 compounds, 0.09% hits; note: % of control where 0% means no effect
#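 Locus derepression in mouse mammary C127i cells whose integrated CMV-GFP reporter is normally silent; GFP expression after 30 h compound treatment was quantified by counting fluorescent cells.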
# Pol III holo inh – inhibitors of bacterial DNA polymerase III holoenzyme | reconstituted DNA polymerase III holoenzyme replication, biochemical | Potency, µM (top dose mostly 57.1 µM), inactives show at the highest dose activity change, negative = inhibition | 71,000 compounds, 0.25% hits | AID 603; note: potency is the fitted concentration of half-maximal effect; % is set by controls: 0 for no effect and ±100 for the full control effect
#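 Reconstituted *E. coli* holoenzyme (0.35 nM Pol III, 1 nM beta, 154 nM SSB, 2 nM primase) was preincubated with compound for 15 min at RT. Synthesis on 1.4 nM ssM13Gori ran 35 min, then was stopped with PicoGreen/EDTA and read as dsDNA fluorescence.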
# BRCT inh red – disrupts BRCA1 BRCT binding to phosphoprotein, red fluorophore readout | P38398 | AID 892 | 75,000 compounds, 0.03% hits | Potency, µM (top dose mostly 76.9 µM), inactives show at the top dose activity change, negative = inhibition, hits mostly inhibitors | BRCT-phosphopeptide binding, red fluorescence polarization; note: % is set by controls: 0 for no effect and ±100 for the full control effect
#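 Fluorescence polarization: 100 nM His-tagged BRCA1 BRCT with 100 nM TAMRA-labelled phospho-BACH1 decapeptide, phosphate buffer pH 7.3 with 150 mM NaCl, DTT, 0.01% Tween 20; 12 min RT. Binding inhibition seen as FP decrease.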
# CRE-bla Fsk – modulators of forskolin-stimulated CRE signaling in CHO cells | CHO CRE-bla reporter (cAMP response element driving beta-lactamase), forskolin EC10, beta-lactamase ratio | Potency, µM (top dose mostly 38.2 µM), inactives show top-dose activity change, negative = inhibition, most hits filed as activators | 71,000 compounds, 2.5% hits | AID 662; active = well fitted activation curve with a large enough effect in the signal ratio, with a control signal flat, not every such curve was filed as active; inconclusive = small, poorly fitted or top-dose-only effect, or effect the other way, or a change in a side signal; the % refers to the signal ratio; note: potency is the fitted concentration of half-maximal effect; % of control where 0% means no effect
#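 qHTS titration format; CRE-bla CHO reporter; stimulus EC10 NKH 477, a water-soluble forskolin. Read: CCF4 460/530 nm ratio. Potency expressed as AC50 for activators or inhibitors.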
# BRCT inh green – blocks human BRCA1 BRCT binding to phosphopeptide, green readout. P38398. BRCA1 BRCT-phosphopeptide binding, green fluorescence polarization. Potency, µM (top dose mostly 76.9 µM), without a hit: top-dose activity change, negative = inhibition, usual class: inhibitors. 75,000 compounds, 0.05% hits. AID 875;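 note: potency is the fitted concentration of half-maximal effect; plate controls were peptide without protein for full effect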
#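 Fluorescence polarization: His-tagged BRCT (~35 kDa BRCA1 C-terminus, 250 nM) bound to 100 nM fluorescein-labeled phosphorylated 10-aa BACH1 peptide, pH 7.3 phosphate buffer with DTT and Tween 20. Compounds incubated 12 min at room temperature; inhibition read as lowered polarization.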
# ALOX15 inhib – blocks human 15-lipoxygenase activity. P16050. purified 15hLO-1, xylenol orange hydroperoxide absorbance. Potency, µM (top dose mostly 57.1 µM), without a hit: at the top dose activity change, negative = inhibition, hits mostly inhibitors. 74,000 compounds, 1.4% hits. AID 887; note: potency is the fitted concentration of half-maximal effect; % is set by controls: 0 for no effect and ±100 for the full control effect; nearly all actives have a fitted effect of over 55% in size
# Target sequence (P16050 whole entry, looked up): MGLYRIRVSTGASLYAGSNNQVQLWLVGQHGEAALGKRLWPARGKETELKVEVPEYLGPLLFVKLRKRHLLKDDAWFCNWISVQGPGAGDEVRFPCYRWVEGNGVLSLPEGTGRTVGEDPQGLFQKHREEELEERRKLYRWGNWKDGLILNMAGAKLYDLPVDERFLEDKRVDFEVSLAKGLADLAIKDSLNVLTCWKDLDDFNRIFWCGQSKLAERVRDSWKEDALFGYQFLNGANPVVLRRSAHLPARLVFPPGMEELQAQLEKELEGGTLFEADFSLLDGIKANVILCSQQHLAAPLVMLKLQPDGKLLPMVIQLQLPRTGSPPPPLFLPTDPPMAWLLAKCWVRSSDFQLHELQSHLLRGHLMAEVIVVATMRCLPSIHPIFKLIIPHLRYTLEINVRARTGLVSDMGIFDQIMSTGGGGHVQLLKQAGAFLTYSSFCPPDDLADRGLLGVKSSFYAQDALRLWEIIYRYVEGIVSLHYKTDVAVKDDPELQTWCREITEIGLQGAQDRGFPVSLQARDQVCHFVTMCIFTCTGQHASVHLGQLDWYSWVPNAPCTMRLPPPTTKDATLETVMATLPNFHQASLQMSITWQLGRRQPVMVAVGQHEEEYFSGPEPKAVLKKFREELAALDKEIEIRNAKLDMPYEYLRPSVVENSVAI
#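 Purified human 15hLO-1 (40 nM) in 25 mM Hepes pH 7.5, 0.01% Triton X-100, preincubated 15 min RT with compound, then 50 uM arachidonic acid for 6 min. Hydroperoxide read by ferrous/xylenol orange, 30 min; 573/405 nm absorbance ratio gave progress.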
# UbGFP stabilizer – inhibits proteasome, raising ubiquitin-GFP reporter fluorescence; Ubiquitin-GFP reporter cells, proteasome inhibition, GFP fluorescence; response scale: untreated = 0%, 10 µM MG-132 = 100%; Potency, µM (titrated, usually from 45.9 µM), for inactives: at the highest dose activation (GFP accumulation), hits mostly activators; 67,000 tested, under 10 active; AID 526; active = well fitted activation curve with a large enough effect, not every such curve was filed as active; inconclusive = small, poorly fitted or top-dose-only effect, or another doubt; inactive = no such curve, though single readings can be large or run the other way; note: potency is the fitted concentration of half-maximal effect
#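 U2OS Ub(G76V)-GFP reporter; O/N plating, 0.5% FBS; cpd 46 uM–2.9 nM, 4 h, 37 °C; GFP+ cell count, 488/515 nm; norm. to basal vs 10 uM MG-132; CRC fit.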
# 4-MU autofl – compounds fluorescent in 4-MU spectral region; 59,000 compounds, 11% hits; max dye-equivalent concentration, M; compound autofluorescence, 340/450 nm, 4-MU equivalents; hits give high values; in the data active = max dye-equivalent concentration above about 10 nM; inconclusive = mostly about 1.1 nM to 9.6 nM
#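 Compounds in 100 mM Tris, pH 8.0, incubated 15 min at room temperature, then fluorescence read at 340 nm excitation/450 nm emission. Signal converted to 4-MU dye-equivalent concentration using an on-plate six-point 4-MU standard curve.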
# A350 fluor – compound fluoresces in the Alexa 350 spectral region. Compound autofluorescence, 340/450 nm, Alexa 350 dye-equivalents; hits give high values. max dye-equivalent concentration, M. 59,000 compounds, 11% hits. AID 590; in the data active = max dye-equivalent concentration above about 10 nM; inconclusive = mostly about 1.1 nM to 9.6 nM
# HBB splice mod – alters splicing of the hemoglobin beta chain; HBB splicing reporter cell assay, activation; EGFP reporter with mutant IVS2-654 intron; response scale: normalised to 500 nM splice-correcting PNA; Potency, µM (top dose mostly 46.1 µM), without a hit: at the top dose activation, usual class: activators; 65,000 compounds, 0.06% hits; note: potency is the fitted concentration of half-maximal effect; 0% is about no effect
#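 Compounds were applied for 2 days to HeLa EGFP-654 cells, 500/well in Optimem with 2% FCS. The reporter's EGFP is disrupted by mis-splicing of beta-globin intron IVS2-654. Readout: summed well GFP fluorescence from 488 nm laser scanning; reference was 500 nM antisense […] 654 PNA.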
# Hsp90 Hop PPI – changes Hsp90-Hop TPR2A binding signal, up or down | AID 595 | AlphaScreen TPR2A-His6 binding biotin-Hsp90 C-terminal peptide | 71,000 compounds, 0.44% hits | Potency, µM (highest dose often 57 µM), without a hit: top-dose activity change, negative = inhibition; active = well fitted curve in either direction with a large enough effect; inconclusive = small, poorly fitted or top-dose-only effect, or another doubt; note: potency is the fitted concentration of half-maximal effect; % is set by controls: 0 for no effect and ±100 for the full control effect; many of its hits are not listed in these tables
# The depositor's hits bear a star; i = inactive; ? = inconclusive; / = not tested or not shown; ! = not confirmed by another sample; [ ] = dose if it differs, or a comment. Unless noted, calls come from the whole dose curve; as a rule, active = well fitted curve in the direction sought with a large enough effect; inconclusive = small, poorly fitted or top-dose-only effect, or another doubt; inactive = no such curve, though single readings can be large; an effect the other way counts as inactive or inconclusive.
SMILES,Epigenetic mod,Pol III holo inh,BRCT inh red,CRE-bla Fsk,BRCT inh green,ALOX15 inhib,UbGFP stabilizer,4-MU autofl,A350 fluor,HBB splice mod,Hsp90 Hop PPI
O=C(c1ccc(CS(=O)(=O)Cc2ccc(Cl)cc2)o1)N1CCCC1,2%,-10%,0.5%,-3%,-0.9%,-4%,4%,i,?,1.0%[57.5 µM],-2%
COc1ccc(S(=O)(=O)N2CCN(C)CC2)c2ccccc12,/,-4%,-0.2%,-7%,-0.5%,13%,6%,/,/,-1.1%,-5%[2.3 µM]
CCOC(=O)c1c(-c2ccc(C)o2)csc1NC(=O)CSc1nnc(C)s1,5%,-3%,0.7%,?,1.1%,-29%,-4%,i,i,-0.3%[57.5 µM],-1%
O=C(c1ccc(CS(=O)(=O)c2ccc(Br)cc2)o1)N1CCN(c2ncccn2)CC1,-3%,-2%,-0.4%,21%,0.2%,0%,-13%,/,/,0.2%,-1%
N#CNC(N)=Nc1cccc(Cl)c1,-3%,-3%,0.0%,-29%,1.1%,-1%,/,i,?,-2.1%[0.369 µM],-3%
Cc1ccc(CSCCNS(C)(=O)=O)cc1,2%,-4%,0.1%,1%,1.5%,2%,12%,/,/,-0.3%[9.22 µM],-2%
CCCn1c(=O)[nH]c(=O)c2[nH]cnc21,2%[20.6 µM],-3%,-2.3%,1%,-2.9%,8%,-1%,?,1.2e-08M*!,0.1%,-4%
COc1ccccc1Nc1nc(C)cc(=O)[nH]1,2%,-1%,-0.4%,1%,-0.4%,2%,-4%,i,i,-1.0%,-7%
Cn1cccc1C(=O)N1CCC2(CCN(Cc3ccccc3)CC2)CC1,0%[9.22 µM],-5%,0.0%,-1%,-0.5%,1%,-1%,i,i,-0.6%,-5%
O=C(CN1CCN(c2ccccn2)CC1)N(c1ccccc1)c1ccc2ccccc2c1,3%,-3%,0.5%,-1%,1.3%,-6%,0%,i,i,/,-22%
O=C(CSc1nc(-c2ccncc2)nn1CC(=O)N1CCCCC1)NC1CCCC1,1%,0%,-1.0%,-2%,-3.6%,26%,0%,?,?,1.2%[57.5 µM],-4%
Cc1cccc(N2CCN(C(=O)CCn3c(=O)[nH]c4ccccc4c3=O)CC2)c1C,0%,6%,-2.4%,-15%,-1.9%,-12%,-9%,i,i,-1.8%,-8%
CCN(CCCNC(=O)C1CCC(=O)N1Cc1ccc(C)cc1)c1cccc(C)c1 (configuration not stated),1%,-6%,-1.0%,-1%,-0.6%,3%,-1%,i,i,0.1%,-12%
C=CCn1c(SCC(=O)NC(=O)NC2CCCC2)nnc1C1CCCCC1,-1%,3%,0.0%,-4%,1.3%,2%,2%,i,i,-0.1%[57.5 µM],0%
CCCCCCCCCCCCCCCC[N+](C)(C)CCN(Cc1ccc(OC)cc1)c1ncccn1,-2%[20.6 µM],1%[25.6 µM],1.7%[34.4 µM],-6%[17.1 µM],-2.5%[34.4 µM],-13%[25.6 µM],3%[20.5 µM],i,i,-1.1%[20.6 µM],-7%[26 µM]
O=c1cc(N=Nc2ccc(O)cc2)[nH]c(=O)[nH]1,0%[9.22 µM],-9%[11.4 µM],2.1%[15.4 µM],-6%[7.6 µM],0.8%[15.4 µM],2%[11.4 µM],9%[9.17 µM],i,i,0.5%[9.22 µM],-3%[11 µM]
C=CCn1c(=O)c2ccccc2n2c(SCC(=O)NCc3cccs3)nnc12,0%,-4%,-1.6%,?,-0.8%,2%,/,i,i,0.9%[0.369 µM],-3%
Cc1ccc2cc(-c3noc(C(C)(C)C)n3)c(=O)[nH]c2c1,-1%,-6%,1.3%,0%,-1.1%,0%,-5%,2.2e-07M*,1.8e-07M*,/,-3%
CC1(N2CCCCC2)CC2(O)C(=[N+]1[O-])CCC/C2=N\O (configuration not stated),-1%,-5%,-0.8%,-2%,-1.4%,8%,1%,?,?,0.0%[57.5 µM],0%
Cc1[nH]nc2c1C(c1ccoc1)C(C#N)=C(N)O2 (configuration not stated),3%,-3%,0.5%,-10%,-1.1%,-20%,1%,i,i,/,-4%
O=S1(=O)N=C(N2CCN(Cc3ccccc3)CC2)c2ccccc21,-1%,-1%,-0.4%,0%,-1.8%,3%,-1%,i,i,-0.3%[57.5 µM],0%
CC1Cc2ccccc2N1C(=O)C1CCCN(S(=O)(=O)c2cccc3cccnc23)C1 (configuration not stated),2%,-1%,1.6%,-14%,6.9%,-8%,-9%,/,/,-0.5%,-17%
CCN(c1ccccc1)S(=O)(=O)c1ccc(F)c(C(=O)O)c1,-3%,5%,0.6%,-16%,-0.6%,2%,3%,i,i,-1.4%[1.84 µM],-1%
CCOCCN1CCN(c2c(C)c(C)nc3cc(-c4cc(OC)cc(OC)c4)nn23)CC1,-1%,?,-1.0%,3.2µM*,-0.7%,?,2%,1.1e-08M*,?,-0.2%[57.5 µM],?
Cc1ccc(S(=O)(=O)N2CCN(C(=O)CC3CCCC3)CC2)cc1,0%,6%,-0.6%,-6%,-1.6%,2%,4%,i,i,0.0%[57.5 µM],0%
COCc1nnc(NC(=O)CCCOc2ccccc2)s1,2%,-1%,-0.9%,-5%,-4.6%,0%,-8%,i,i,-0.2%,2%
O=C(O)c1ccc(COc2ccc(CO)cc2Cl)cc1,3%,-3%,-0.3%,1%,-0.8%,1%,-3%,i,i,-1.7%,-4%
CCOC(=O)N1CCN(c2c(NCCN(C)Cc3ccccc3)c(=O)c2=O)CC1,/,-6%,-1.3%,1%,-0.1%,-3%,10%,/,/,0.6%,-4%[2.3 µM]
Oc1c(C(c2ccc(F)cc2)N2CCc3ccccc3C2)sc2ncnn12 (configuration not stated),/,-6%,-1.3%,-3%,-0.8%,13%,-6%,/,/,1.1%,-3%
COc1ccc(NC(=O)N2CCC(c3nc(-c4cccs4)no3)CC2)cc1,0%,-2%,1.1%,13%,-0.2%,-2%,10%,i,i,-1.8%,4%
COc1ccc(S(=O)(=O)N2CCCC(C(=O)NCCC3=CCCCC3)C2)cc1 (configuration not stated),-5%,1%,-0.3%,-9%,-0.4%,1%,8%,i,i,-0.8%,-2%
NC(=O)CCc1c[nH]c2ccccc12,-2%,2%,2.5%,-8%,1.3%,3%,5%,/,/,0.1%,-3%
CCOc1ccc(CCNS(=O)(=O)c2c(C)n[nH]c2C)cc1OCC,-2%,-6%,-1.6%,?,-2.3%,8%,-2%,i,i,-1.6%,-1%
CCCS(=O)(=O)n1nc(-c2ccc(Br)cc2)cc1N,-3%,-1%,5.6%,-1%,-2.4%,-9%,3%,/,/,-0.5%,-1%
COC(=O)c1cc(OC)c(OC)cc1N=CC1=C(O)CC(C)(C)CC1=O,-2%,-6%,-0.2%,?,-1.7%,7%,7%,/,/,-0.7%,2%
COc1ccc(-c2n[nH]c(=S)n2C2CCCCC2)cc1,4%,0%,-0.6%,8%,-2.4%,?,2%,/,/,-0.6%[9.22 µM],-3%
Cc1cc(C)c(C(N)=O)c(Nc2cccc(Cl)c2C)n1,-2%,-7%,-1.5%,?,0.6%,-3%,2%,i,i,-1.1%,-1%
COc1ccc(C2=NOC(C(=O)Nc3ccc(C(C)=O)cc3)C2)cc1OC (configuration not stated),0%,0%,-1.7%,?,2.1%,6%,-10%,2.3e-07M*,2.3e-07M*,-0.6%,-4%
COCCN(Cc1cc2cc3c(cc2[nH]c1=O)OCO3)C(=O)c1cccs1,1%,-1%,-3.1%,-13%,-6.8%,5%,3%,2.1e-07M*,3.2e-07M*,-1.8%,-3%
O=C(NCc1ccc2c(c1)OCO2)c1cc2c(s1)CS(=O)(=O)C2,-2%,-2%,0.3%,5%,4.9%,-3%,3%,i,i,0.1%,-1%
OC12CCCCC1C(c1ccc3c(c1)OCO3)N(Cc1ccccc1F)CC2 (configuration not stated),2%,-3%,-0.6%,8%,0.0%,-4%,2%,i,i,5.1%[0.369 µM],-5%
COc1cccc(C2CC(c3ccccc3)n3ncnc3N2)c1 (configuration not stated),/,-7%,0.4%,8%,0.4%,18%,-9%,/,/,-0.4%,-4%[2.3 µM]
COc1ccc(OC)c(C(=O)CSc2nnnn2C)c1,-2%,-12%,-1.8%,6%,-0.3%,3%,1%,3.1e-08M*,2.8e-08M*,-4.6%,-2%
CC(=O)NCc1ccc(-c2csc(N)n2)s1,0%,-1%,-1.0%,?,-1.0%,-44%,-3%,i,i,1.1%,-10%
C/C(CCc1oc2ccccc2c1-c1ccc(C)o1)=N/O,-1%,-4%,-2.3%,2%,-1.4%,?,4%,i,i,/,-15%

# Bioassay records (PubChem)
